# Casp6 inh: human caspase-6 inhibitors, primary screen, biochemical, VEID-R110 fluorescence, single point, set 2; 350,000 tested, 0.53% active; P55212; inhibition, % at 12.5 µM; AID 686996, 2013; purified caspase-6, Z-VEID-R110 cleavage fluorescence;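 active = mean inhibition across replicates at least about 35%, with every replicate also reaching that limit, limit read from the data; inconclusive = only one of the two criteria met; inactive = neither criterion met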;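 note: 0% = median of neutral control wells and 100% = no fluorescence left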
# Target sequence (P55212 24-179 limits assumed): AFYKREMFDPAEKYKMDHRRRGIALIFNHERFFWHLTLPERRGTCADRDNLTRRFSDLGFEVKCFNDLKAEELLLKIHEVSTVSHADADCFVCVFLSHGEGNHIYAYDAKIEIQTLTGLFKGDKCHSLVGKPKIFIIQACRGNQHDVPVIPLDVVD
# Target sequence (P55212 194-293 limits assumed): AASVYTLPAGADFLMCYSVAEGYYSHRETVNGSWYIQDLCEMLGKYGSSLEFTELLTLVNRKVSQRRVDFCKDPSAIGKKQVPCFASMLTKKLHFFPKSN
# E-selectin induc: E-selectin induction in HUVECs, primary screen, imaging, HUVEC, immunofluorescence imaging, single point. normalized: neutral wells 0, TNF-alpha wells 100. activation, % at 7.58 µM. 260,000 tested, 0.37% active. AID 686992, 2013;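 active = mean E-selectin-positive cell signal at least 10% of the positive control, reached in at least 60% of replicates, without over 20% cell loss; inconclusive = no rule given, readout overlaps actives, possibly toxicity-flagged; inactive = the rest, including those meeting only one limit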;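 note: in these data hits start at about 27%; measured in HUVEC primary endothelial cells; signal is the percent of cells scored E-selectin positive by PE staining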
#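 Read-out: % PE-positive cells | Test system: HUVEC | Doses: One compound dose added by pin transfer | Buffer or medium: EGM-2 over gelatin coat | Signal: Immunofluorescence imaging | Benchmarks: TNF-alpha, DMSO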
# DENV2 CPE: inhibitors of DENV2 cytopathic effect, primary screen, cell-based, plate reader, single concentration | DENV2-infected cells, cytopathic effect rescue | CPE inhibition, % at 9.99 µM | 350,000 tested, 1.7% active; in the data active = CPE inhibition above about 20%, passing the limit was not always enough; inconclusive = no clear call, values can overlap the other calls; tested in BHK-21 cells;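 note: 0% = median of neutral control wells and 100% = median of positive control wells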
# Xi reactivation: activators of inactive X chromosome reactivation, primary screen, imaging, XiGFP fibroblasts, GFP high-content imaging, set 2; XiGFP mouse fibroblasts, % GFP-positive cells imaging, 3 d; cells co-treated with 5-aza-dC sensitizer; scaled so ellipticine positive control = 100%; 360,000 tested, 0.055% active; activation, % at 7.58 µM;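 active = mean normalized replicate activation at least 10% and every replicate at or above 10%; inconclusive = only one of the two criteria met; inactive = mean below 10% and not all replicates reach 10%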;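 note: 0% = median of on-plate neutral control wells and 100% = ellipticine 6 µM median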
#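 System: SV40-immortalized XiGFP fibroblast cells, line 68-5-11 / Incubation: 3-day compound exposure, then 15 min fixation at room temperature / Compound: single concentration per compound, delivered by pin transfer / Buffer or medium: DMEM plus 5-aza-dC sensitizer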
# RAD54 branch: inhibitors of human RAD54 branch migration, primary screen, biochemical, fluorescence, single point; DNA repair and recombination protein RAD54-like (Homo sapiens), Q92698; RAD54 Holliday junction branch migration, FAM/BHQ fluorescence; inhibition, % at 10.4 µM; 360,000 tested, 0.14% active; AID 602329, 2012;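 active = mean normalized replicate activity at least 40 and at least half of replicates scoring 40 or more; inconclusive = only one of the two criteria met; inactive = mean below 40 and under half of replicates reaching 40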;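 note: 0% = median of neutral control wells and 100% = median of positive control wells; inhibitors cause a drop in the FAM fluorescence signal; in these data hits start at about 50%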
# Target sequence (Q92698 whole entry, looked up): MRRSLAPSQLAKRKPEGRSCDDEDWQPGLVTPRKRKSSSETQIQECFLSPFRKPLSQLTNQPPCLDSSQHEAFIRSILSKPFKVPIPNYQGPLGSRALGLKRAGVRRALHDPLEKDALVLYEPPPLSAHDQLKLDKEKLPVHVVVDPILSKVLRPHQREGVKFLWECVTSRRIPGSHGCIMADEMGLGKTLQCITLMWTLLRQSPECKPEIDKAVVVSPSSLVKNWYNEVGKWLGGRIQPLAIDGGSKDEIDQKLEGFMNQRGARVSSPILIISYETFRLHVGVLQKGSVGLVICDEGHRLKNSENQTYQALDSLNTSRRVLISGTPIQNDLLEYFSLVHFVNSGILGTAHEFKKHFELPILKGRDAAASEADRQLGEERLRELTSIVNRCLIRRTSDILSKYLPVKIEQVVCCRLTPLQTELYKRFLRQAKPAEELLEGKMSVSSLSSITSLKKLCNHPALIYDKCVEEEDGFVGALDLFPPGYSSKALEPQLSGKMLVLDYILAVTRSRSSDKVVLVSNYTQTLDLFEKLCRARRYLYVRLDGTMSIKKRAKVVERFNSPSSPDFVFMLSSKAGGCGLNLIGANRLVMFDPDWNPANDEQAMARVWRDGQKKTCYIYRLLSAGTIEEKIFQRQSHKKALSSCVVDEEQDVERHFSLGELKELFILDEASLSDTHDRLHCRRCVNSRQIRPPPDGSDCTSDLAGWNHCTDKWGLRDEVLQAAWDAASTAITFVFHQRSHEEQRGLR
# INS-1E GSIS act: GLuc luminescence reporter in INS-1E cells, primary screen for activators of glucose-dependent secretion of insulin. 370,000 tested, 0.61% active. activation, % at 16.6 µM. INS-1E GLuc reporter insulin secretion, 2-3 h. AID 743287, 2014;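 active = lowest replicate activation of at least 40%, so every replicate reaches that level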;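 note: 0% = median of neutral control wells and 100% = median of IBMX positive control wells; some compounds called inactive have numbers as strong as hits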
# RAD52 inh: RAD52 DNA annealing inhibitors, primary screen, biochemical, FRET, single point, set 2 | DNA repair protein RAD52 homolog (Homo sapiens), P43351 | recombinant RAD52 DNA annealing, FRET fluorescence | inhibition, % at 18.7 µM | 360,000 tested, 0.46% active;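 active = every replicate showing at least 50% inhibition; inconclusive = mean inhibition at least 50% but not in every replicate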
# F508del corr: F508del CFTR correction, initial screen, CFBE line, single point | CFBE cells, YFP halide quenching; stimulated with forskolin plus potentiator P3; % fluorescence drop versus neutral controls | activity (quench increase), % at 7.58 µM | 350,000 tested, 0.36% active | AID 720511, 2013;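 active = mean added fluorescence quench of at least 8% versus neutral control, with both replicates also reaching 8%; inconclusive = only one of the mean or replicate conditions met; inactive = mean below 8% and not both replicates reaching 8%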;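 note: cells transiently co-express mutant CFTR-F508del with the halide-sensitive YFP; corrector assay measuring rescue of mutant channel to the surface after 24 h compound exposure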
# The depositor's hits bear a star; ? = inconclusive; . = not tested or not shown; & = joins results of further samples.
Compound	Xi reactivation	Casp6 inh	DENV2 CPE	INS-1E GSIS act	F508del corr	RAD54 branch	RAD52 inh	E-selectin induc
Cc1noc(C)c1NC(=O)Nc1ccc2c(c1)C(=O)N([C@H](C)CO)C[C@H](C)[C@@H](CN(C)S(=O)(=O)c1ccc(Cl)cc1)OCCCC[C@H](C)O2	0.1	1	-2	1	1.3	-4	-11	0.0
NC(=O)C1CCCN(C(=O)c2ccc3oc(Cc4ccc(Cl)cc4)nc3c2)C1 (centres undefined)	0.0	3	-4	2	-3.7	-1	-4	1.6
c1ccc2c(CCc3ccncc3)cccc2c1	0.2	.	-8	10	0.5	.	-9	0.2
O=S(=O)(c1ccc(-c2ccccc2)cc1)N1CCCC1	0.0	0	3	6	-3.4	.	0	0.1
CCOC(=O)C(=Cc1cc(=O)c(OC)co1)C(=O)OCC	1.4	0	-2	-7	.	.	-22	0.0
CNS(=O)(=O)c1cccc(C(=O)OCCCC(=O)c2ccccc2)c1	-0.1	21	-2	-19	-1.0	-9	-4	-0.2
CSc1nc(N2CCN(c3ccccc3Cl)CC2)c2ccccc2n1	0.0	15	-3	-6	0.8	6	-22	0.1
COc1ccc(C(=O)NC(=S)N2CCOCC2)cc1[N+](=O)[O-]	0.3	4	-1	5	0.6	9	-1	.
COc1ccc(NC2=C(NCCO)C(=O)c3ccccc3C2=O)cc1	0.1	88*	?	-6	.	.	1	0.2
O=C(O)c1ccccc1C(=O)NCC(O)c1ccccc1 (centres undefined)	-0.1	-1	0	24	0.2	.	-10	0.6
COc1cccc(Nc2nc(N)c([N+](=O)[O-])c(NCc3ccccc3)n2)c1	-0.1	0	-7	0	-5.8	-4	-10	.
O=C(NCc1ccccc1Cl)C(=O)NCC(c1ccco1)N1CCOCC1 (centres undefined)	0.8	-1	2	9	-0.6	0	-15	-0.1
O=C(C[C@@H]1CC[C@@H]2[C@H](COC[C@H](O)CN2Cc2ccc(F)cc2)O1)NCCc1ccccc1	0.2	2	20	-11	-2.6	-3	8	0.2
O=C(NCC1CCCN(Cc2ccc3c(c2)OCCO3)C1)c1ccc2c(c1)OCO2 (centres undefined)	0.2	-6	1	-6	-2.1	3	-25	-0.1
C[C@@H]1CN([C@H](C)CO)C(=O)c2cccc(NS(=O)(=O)c3ccc(F)cc3)c2O[C@H]1CN(C)S(=O)(=O)c1cn(C)cn1	-0.6	-2	-7	11	-1.4	0	14	0.2
Cc1[nH]n(-c2ccc([N+](=O)[O-])cc2)c(=O)c1C=NCCN1CCN(C(=O)C(C)C)CC1	0.4	1	6	-2	1.6	.	-16	.
COc1ccc(S(=O)(=O)N2CCN(c3cnccn3)CC2)cc1OC	-0.1	3	14	45	2.7	0	-7	-0.2
COc1cc(C(=O)N(C)CC2CCN(CCc3cccc(C(F)(F)F)c3)CC2)ccc1C	0.1	-5	-9	.	-2.3	8	1	0.1
CCCNC(=O)C1(C)CCN1C(=O)Cc1ccc(-c2ccccc2)cc1 (centres undefined)	0.0	6	?	.	5.3	1	4	0.0
O=S(=O)(Cc1ccccc1)N1CCn2c(nc3ccccc32)C1	0.5	-2	?	15	0.1	3	-3	-0.1
Cc1cccc(NC(=O)Cc2ccc(Br)cc2)n1	0.3	1	-2	.	2.8	-15	2	0.1
CCN(CC)C(=O)CSc1nnc(COc2ccc(OC)cc2)n1N	0.0	0	6	1	-2.9	.	-16	.
O=C(c1ccc2nc[nH]c2c1)N1CCN(S(=O)(=O)c2cccc(F)c2)CC1	0.0	5	2	5	-2.3	0	8	3.4
COC(=O)C1=C(C)N(Cc2ccccc2)C(=S)NC1c1cccc(Br)c1 (centres undefined)	0.4	-3	-5	-38	-0.2	.	-12	-0.2
CCNC(=O)C[C@H]1CC[C@@H]2[C@@H](COc3ccc(NC(=O)Nc4cccc(OC)c4)cc3C(=O)N2C)O1	0.0	.	7	-3	-0.6	5	.	0.3
CN1[C@@H]2Cn3c(ccc(-c4cccnc4)c3=O)[C@H]1[C@@H](C(=O)N1CCC(Cc3ccccc3)CC1)[C@@H]2CO	0.4	1	-3	-2	0.8	-10	-3	-0.2
CCc1cccc(NC(=O)CSCc2nc3sc(C)c(C)c3c(=O)[nH]2)c1	0.0	-3	-5	0	-0.1	5	-174	0.0
O=C(CNC(=O)c1ccccc1Br)N/N=C/c1cccnc1	0.2	2	-2	0	-2.7	-1	-2	.
CCn1c(O)c(N=NC(=O)CNC(=O)c2ccccc2F)c2ccccc21	0.0	2	-3	9	-1.6	7	8	.
CCNC(=S)N1CCN(C(c2ccccc2)c2ccccc2)CC1	.	5	-2	-4	2.6	2	-8	.
CCCCc1ccc(NC(=S)NCc2ccccc2OC)cc1	0.0	2	-4	5	-0.9	.	-16	.
O=C(CN1CCOCC1)N/N=C/c1ccccc1	0.2	.	1	0	-2.1	0	-5	.
CCOc1ccc(S(=O)(=O)N(C)c2ccc(OCC(=O)Nc3nc(-c4cc(OC)ccc4OC)cs3)cc2)cc1	0.0	-1	.	.	-8.6	8	-23	.
COCC(=O)N1C[C@H]2CON(C)[C@H]2C[C@H]1c1ccc(N2CCCCC2)cc1	0.0	-1	4	3	-1.1	3	-32	-0.6
O=S1(=O)N=C(c2ccccc2)C=C(c2ccccc2)N1	-0.1	-2	-12	11	5.2	0	-13	.
C=CCc1ccccc1OCC(O)CN1CCN(Cc2ccc3c(c2)OCO3)CC1 (centres undefined)	0.0	1	-8	-5	0.5	-7	17	-4.5
CCC(=O)Nc1cccc(C2=NOC3(C2)C[C@@H](C(N)=O)N(C(=O)C(c2ccccc2)c2ccccc2)C3)c1 (some centres undefined)	0.4	1	-4	.	0.5	-3	-28	-0.1
COc1cccc(NC(=O)CCCCCN2C(=O)[C@@H]3Cc4ccccc4CN3C2=O)c1	0.3	0	-1	-17	3.0	.	-9	.
CCOC(=O)CSc1n[nH]c(NC(=O)NC(C)C)n1	0.1	1	.	8	-1.5	.	-22	.
O=[N+]([O-])c1ccc(Cc2ccc([N+](=O)[O-])cc2)cc1	0.0	-1	2	.	.	.	-7	.
C[C@@H](NC(=O)[C@@H]1[C@@H](CO)[C@@H]2Cn3c(cccc3=O)[C@@H]2N1Cc1ccncc1)c1ccccc1	0.4	5	?	11	4.2	-1	-16	-0.5
Cc1cc(C(=O)N/N=C/c2c(C)[nH]c3ccccc23)n[nH]1	0.0	-1	-2	-4	-1.5	4	1	0.1
CNC[C@@H]1OCCCC[C@@H](C)Oc2ccc(NC(=O)Nc3ccc(OC)cc3)cc2C(=O)N([C@H](C)CO)C[C@@H]1C	0.1	.	.	7	-0.9	.	.	25
CCOc1ccc(N=Nc2c(N)[nH][nH]c2=O)cc1	0.5	3	8	14	.	.	-8	-0.2
COc1cccc(/C=C(\C)C(=O)c2c(C)cc(C)[nH]c2=O)c1OC	0.2	-3	-3	25	-0.2	0	-6	0.7
COc1ccc(S(=O)(=O)Nc2cccc(-c3ccc4nncn4n3)c2)cc1F	0.7	4	-3	42*	.	.	-2	.
Cc1cc(C)c(CN2CCC(CO)(CCOc3ccccc3)CC2)cc1C	0.0	1	13	-37	2.6	-5	4	.
CS(=O)(=O)c1ccc(Nc2nc(C(N)Cc3ccccc3)cs2)cc1 (centres undefined)	-0.1	-1	0	.	0.8	-10	-8	-0.1
CC1(C)CC(=O)C=C(NCCc2ccccc2)C1	-0.1	-1	17	-17	1.1	-7	-14	.
Cc1c(NC(=S)N2CCN(c3cccc(Cl)c3)CC2)c(=O)n(-c2ccccc2)n1C	0.0	1	-4	-15	1.6	8	-16	-0.9
COc1ccc(Br)cc1/C=N/n1c(-c2ccccc2)n[nH]c1=S	0.1	0	-1	6	1.5	4	-19	.
O=c1nc(/C=C/c2ccccc2C(F)(F)F)cc(C(F)(F)F)[nH]1	0.0	1	-2	3	-5.8	-2	-14	.
CN1C(=O)[C@H]2[C@@H](/C=C/c3ccccc3)N3C(=O)CN(Cc4ccccc4)C(=O)[C@@]3(C)[C@H]2C1=O	0.1	0	1	.	-1.4	1	-86	0.0
C[C@@H]1CN([C@H](C)CO)C(=O)c2cccc(NC(=O)c3ccncc3)c2O[C@@H]1CN(C)C(=O)Nc1ccccc1	0.1	3	54*	9	-1.0	-2	1	-0.3
CCOC(=O)c1[nH]cnc1C(=O)Nc1ccc([N+](=O)[O-])cc1	0.3	-3	-9	.	-1.3	17	-4	?
Cc1noc(C)c1NC(=O)N(C)C[C@@H]1OCCCC[C@H](C)Oc2ccc(NC(=O)NC3CCCCC3)cc2C(=O)N([C@H](C)CO)C[C@H]1C	0.2	1	-2	-3	-1.8	.	2	.
CN(CC(=O)Nc1ccc(S(=O)(=O)N2CCCC2)cc1)Cc1ccc(Cl)cc1Cl	0.0	0	-3	-15	.	0	-16	-0.1
O=C(COC(=O)c1sc2cc(Cl)ccc2c1Cl)Nc1ncc(Cl)cc1Cl	0.0	-1	8	.	-0.3	.	-23	0.6
C[C@H](CO)N1C[C@H](C)[C@@H](CN(C)Cc2ccncc2)Oc2c(cccc2N(C)C)C1=O	0.2&0.1	9&-1	?	2	2.2&0.0	10&7	0&-10	-0.1&0.3
C[C@@H]1CN([C@H](C)CO)C(=O)c2cc(NC(=O)Nc3ccc(C(F)(F)F)cc3)ccc2O[C@@H]1CN(C)Cc1ccc(C(=O)O)cc1	-1.2	-1	-5	-3	3.6	-12	3	-0.4

# Continuation:
Compound	Xi reactivation	Casp6 inh	DENV2 CPE	INS-1E GSIS act	F508del corr	RAD54 branch	RAD52 inh	E-selectin induc
COc1ccc(Nc2nc(C(=O)N(CCO)Cc3ccccc3)cs2)cc1	0.0	-2	3	-5	4.9	.	-4	.
COc1cccc(C2(O)CC(C(F)(F)F)=NN2C(=O)c2ccccn2)c1 (centres undefined)	0.0	-1	.	15	1.1	.	-2	.
O=C(CN1C(=O)COc2ccccc21)NCCN1CCc2ccccc2C1	.	-5	.	5	-0.5	-11	-7	.
COc1ccccc1S(=O)(=O)N[C@@H]1CC[C@H](CCNC(=O)C2CCCC2)O[C@H]1CO	0.4	0	5	14	-2.4	-5	1	0.1
CCOC1=C2[C@@H](CN(S(=O)(=O)c3ccc(C)cc3)[C@H]2c2ccccc2F)[C@H]2C(=O)N(c3ccccc3)C(=O)[C@H]2C1	-0.1	1	-5	-14	0.9	-10	-8	-0.1
O=C(C1CCN(CC2CC=CCC2)CC1)N(CCc1ccccc1)Cc1ccccc1 (centres undefined)	0.3	0	6	-47	.	.	-2	-2.0
CCN(C(=O)COC(=O)COc1ccc(Cl)c(C)c1)C1CCS(=O)(=O)C1 (centres undefined)	0.0	-1	0	21	1.4	-2	-11	.

# Screening results deposited in PubChem by Broad Institute.
